Bioassay records (PubChem BioAssay)
AmpC detergent = inhibitors of E. coli AmpC beta-lactamase with detergent. P00811. AmpC hydrolysis of nitrocefin, absorbance 480 nm, 0.01% Triton. Potency, µM (titrated, usually from 114 µM), without a hit: at the highest dose activity change, negative = inhibition, actives largely listed as inhibitors. actives 0.041% (n = 370,000). AID 485294;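 note: potency is the fitted concentration of half-maximal effect; 0% = no-compound wells and -100% = no-enzyme wells; nearly all actives have a fitted effect of over 25% in size; some results filed as inactive show a strong effect at the top dose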
Target sequence (P00811 whole entry, looked up): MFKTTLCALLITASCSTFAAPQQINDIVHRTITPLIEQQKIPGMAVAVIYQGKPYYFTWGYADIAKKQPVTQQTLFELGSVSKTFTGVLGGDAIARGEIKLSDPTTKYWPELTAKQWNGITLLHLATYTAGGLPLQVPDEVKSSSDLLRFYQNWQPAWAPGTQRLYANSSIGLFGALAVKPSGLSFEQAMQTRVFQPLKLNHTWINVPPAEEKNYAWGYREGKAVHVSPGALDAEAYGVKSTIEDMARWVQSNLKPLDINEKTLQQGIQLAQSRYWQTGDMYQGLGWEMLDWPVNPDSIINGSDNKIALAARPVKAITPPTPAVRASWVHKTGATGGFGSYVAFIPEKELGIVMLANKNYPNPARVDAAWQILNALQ
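AmpC (5.3 nM in the dispensed reagent) in 20 mM phosphate pH 7.0 with 0.01% (detergent screen) or 0.0001% Triton X-100 was preincubated with compounds for 15 min at room temperature. Nitrocefin was then added from an 800 uM solution, and hydrolysis was followed at 480 nm.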
Giardia FBPA inh = blocks Giardia fructose-bisphosphate aldolase activity; A8B2U2; purified Giardia FBPA; Potency, µM (titrated, usually from 59.6 µM), inactives show at the highest dose activity, negative = inhibition, hits mostly inhibitors; actives 0.71% (n = 290,000); AID 2451; note: potency is the fitted concentration of half-maximal effect; nearly all actives have a fitted effect of over 55% in size
Target sequence (A8B2U2 whole entry, looked up): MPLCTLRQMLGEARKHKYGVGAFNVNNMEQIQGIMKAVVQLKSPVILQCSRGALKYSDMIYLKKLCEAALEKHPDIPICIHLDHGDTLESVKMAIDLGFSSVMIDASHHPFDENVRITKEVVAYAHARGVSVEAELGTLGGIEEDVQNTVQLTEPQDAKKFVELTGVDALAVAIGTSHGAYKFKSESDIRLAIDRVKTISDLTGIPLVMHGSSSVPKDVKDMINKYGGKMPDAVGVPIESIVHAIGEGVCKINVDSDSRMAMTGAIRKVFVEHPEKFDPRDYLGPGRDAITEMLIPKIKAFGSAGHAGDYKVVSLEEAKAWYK
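40 nM FBPA preincubated 10 min at RT with compound (up to 57.5 uM final), then substrate plus GAPDH/TPI/NAD/arsenate coupling and diaphorase/resazurin added. Fluorescence read after 20 min at RT, 525/598 nm.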
HCV inhibitor = blocks hepatitis C virus; Huh7.5.1 HCVcc-Cre infection, luciferase reporter, 44 h; Potency, µM (highest dose often 41.8 µM), for inactives: at the highest dose activity change, negative = inhibition, hits mostly inhibitors; actives 3.4% (n = 340,000); note: potency is the fitted concentration of half-maximal effect
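Infectious HCVcc-Cre (~0.5 moi) was added to cells just after compound, with cells seeded 4 h earlier at 1,000 per well. Luciferase activity after 44 h culture reported infection; substrate was incubated 15 min at room temperature before reading.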
AMA1 RON2 block = AMA1-RON2 (P. falciparum) interaction inhibition; AID 720542; actives 0.2% (n = 360,000); Potency, µM (top dose mostly 58.2 µM), without a hit: at the highest dose activity change, negative = inhibition, usual class: inhibitors; AlphaScreen AMA1-biotinylated RON2 peptide binding;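 note: potency is the fitted concentration of half-maximal effect; 0% = vehicle wells and -100% = peptide control; nearly all actives have a fitted effect of over 45% in size; some results filed as inactive show a strong effect at the top dose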
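AMA1 (3D7) with his tag at 25 nM final met compounds first, then biotinylated RON2 peptide at 25 nM; detection used donor plus acceptor beads, 10 µg/mL apiece, read by AlphaScreen after 30 min at room temperature.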
Sm TGR inh = S. mansoni TGR enzyme inhibition; Potency, µM (titrated, usually from 114 µM), for inactives: top-dose activity change, negative = inhibition, hits mostly inhibitors; actives 3% (n = 360,000); Q962Y6; purified TGR, DTNB reduction, TNB absorbance 405 nm; note: potency is the fitted concentration of half-maximal effect; nearly all actives have a fitted effect of over 60% in size
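First, TGR (20 nM dispensed) and NADPH were mixed with compound. Second, a 15 min room-temperature incubation followed. Third, further NADPH and then DTNB were added to start the reaction. Finally, TNB absorbance was monitored kinetically.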
HCMV inh = human cytomegalovirus inhibition; HFF cells, HCMV-luciferase reporter, 72 h; hits give low values; activity change, negative = inhibition, % at 57.5 µM; actives 4.5% (n = 410,000); in the data active = activity change below about -60%; inconclusive = no clear call, values can overlap the other calls; inactive = above about -39%
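Two compound doses tested in HFFs infected with HCMV-luciferase, MOI 1 PFU/cell, 72 h at 37C. Lysate luminescence read with OneGlo; data normalized against buffer-only and 10uM Salinomycin inhibitor controls.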
* hit, by the source's call; u = inconclusive; x = not tested or not shown; [ ] = dose if it differs, or a comment. Unless noted, calls come from the whole dose curve; as a rule, active = well fitted curve in the direction sought with a large enough effect; inconclusive = small, poorly fitted or top-dose-only effect, or another doubt; inactive = no such curve, though single readings can be large; an effect the other way counts as inactive or inconclusive. Unless noted, % is set by controls: 0 for no effect and ±100 for the full control effect.

Fields – AmpC detergent, Giardia FBPA inh, HCV inhibitor, AMA1 RON2 block, Sm TGR inh, HCMV inh
> NS(=O)(=O)c1cccc(NC(=O)CN2CCN(Cc3ccc4c(c3)OCO4)CC2)c1
→ -11.6%, 7.0%, 15.9%, -0.4%, -4.0%, -12.6
> COc1ccc(-n2c(SCc3cccnc3)nc3c(c2=O)SCC3)cc1OC
→ 2.3%, -1.8%, 10.8%, 0.0%, -2.5%, -7.4
> CCc1ccc(-c2ccc3nnc(SCC(=O)NCC4CCCO4)n3n2)cc1 (centres undefined)
→ -8.4%, x, 6.5%, 10.0%, -2.5%, -16.1
> CC1=NN(C(N)=S)C(=O)C1N=Nc1ccc(O)cc1 (centres undefined)
→ 3.6%, 6.1%, u, 74.3%[activator], -3.2%, -35.5
> COc1ccc(CC2(CO)CCN(Cc3ccc(NC(C)=O)cc3)CC2)cc1
→ 6.6%, 4.8%, -4.2%, 7.9%, 18.0%, 30.7
> Cc1cccc([C@@H]2[C@@H]3C(=O)N(Cc4ccccc4)C(=O)[C@@H]3[C@]3(Cc4ccccc4)C(=O)N(c4cccc(Cl)c4)C(=O)N23)c1
→ u, x, -2.7%, -4.6%, 7.0%, -21.2
> CN(C)C(=O)c1ccc(Nc2nc(-c3cccs3)nc3ccccc23)cc1
→ 1.7%, -10.2%, 2.82µM*, -5.8%, 4.5%, u
> CCN1C(=S)SC(=O)C1=C1C=C(C)N(CCOC)C(C)=C1
→ -14.7%, -10.4%, x, x, 0.0%, x
> O=c1c2sccc2n(Cc2cc(=O)n3cc(Cl)ccc3n2)c(=O)n1-c1ccccc1
→ 16.0%, x, x, x, 16.4%, -19.9
> CC(Oc1ccccc1)C(=O)Nc1ccccc1F (centres undefined)
→ 3.0%, 1.2%, 12.4%, 2.9%, -1.8%, -27.1
> O=C(NCCCNC(=O)c1ccco1)c1ccc(Cl)c(Cl)c1
→ -6.3%, -4.6%, 7.0%, 8.8%, 0.2%, -33.7
> O=C(O)CCc1ccc(-c2ccc(F)cc2)n1NC(=O)c1ccco1
→ -14.6%, -1.3%, 13.6%, 11.5%, 39.8µM*, -29.6
> CCOC(=O)Cn1c(=O)c2c(nc(Br)n2Cc2ccccc2Cl)n(C)c1=O
→ -8.2%, 18.6%, u, 8.0%, -16.9%, 36.6
> C=C[C@@]12CN(C)[C@H]3[C@H]1[C@@]1(C(=O)Nc4ccccc41)C1CC2[C@@H]3CO1
→ u, x, 26.6%, 13.5%, -2.6%, -5.5
> O=C(CCNC(=O)C1CCN(S(=O)(=O)c2ccc(F)cc2)CC1)NCCc1ccc(Cl)cc1
→ 5.8%, x, -6.0%, -2.7%, -0.7%, -13.3
> COc1ccc(CSc2nc(C)cc(=O)[nH]2)cc1
→ -3.5%, -21.0%, 3.1%, -1.9%, 1.5%, 19.9
> CCSc1nc(O)cc(=O)n1CC
→ u, -10.1%, 8.5%, 0.0%, 12.9%, -6.5
> CCOc1ccc(N2C(=O)CC(N3CCOCC3)C2=O)cc1 (centres undefined)
→ u, -1.9%, 11.8%, 1.1%, -28.6%, 20.2
> O=C(O)C1CC=CCC1C(=O)N1CCCC1 (centres undefined)
→ -14.9%, 2.9%, 19.8%, -2.2%, -58.2%, 6.8
> O=C(O)CCC(=O)Nc1ccc(-c2nc3ccc(C(=O)c4ccccc4)cc3[nH]2)cc1
→ -6.2%, 5.9%, -10.8%, -5.9%, 8.0%, -14.6
> CNS(=O)(=O)c1cccc(C(=O)OCC(=O)Nc2ccccc2F)c1
→ -0.3%, 1.4%, 23.0%, 40.4%[activator], 19.4%, 13.7
> COc1ccc(C(CNC(=O)C(C)c2ccc3cc(OC)ccc3c2)N(C)C)cc1 (centres undefined)
→ -0.7%, 14.8%, -22.7%, -5.0%, -29.4%, 10.6
> COc1ccc(C2(C(=O)Nc3c(C)n(C)n(-c4ccccc4)c3=O)CCCC2)cc1OC
→ -0.4%, 1.7%, 0.7%, -0.5%, -2.1%, 7.1
> O=C(Nc1ccccc1)c1ccc(S(=O)(=O)N(CCO)CCO)cc1
→ -3.3%, 4.1%, 6.7%, 6.6%, -1.9%, 16.2
> Nc1ncc([N+](=O)[O-])c(N2CCCCCC2)n1
→ -2.4%, 16.4%, 13.5%, 12.0%, 0.7%, -74.6*
> Cc1cccc(NC(=O)c2ccccc2NC(=O)CCC(=O)O)c1
→ 3.3%, 5.5%, 33.4%[activator], -5.1%, -7.2%, -79.4*
> COC(=O)c1ccccc1S(=O)(=O)N1CCC(NC(=O)C(Cc2cccc(OC)c2OC)NC(C)=O)CC1 (centres undefined)
→ -10.0%, 8.9%, 8.0%, 12.8%, -3.9%, -14.3
> CCOc1ccc(CCNC(=O)COC(=O)Cc2ccc(F)cc2)cc1OCC
→ -5.1%, x, 21.9%, -17.9%, -4.5%, -7.0
> O=C(N/N=C/C(Br)=C\c1ccccc1)c1n[nH]c2c1CCC2
→ 3.5%, -3.6%, u, 55.6%[activator], u, -79.2*
> COc1ccc(-c2coc3cc(O)cc(O)c3c2=O)cc1OC
→ 4.8%, 0.7%, 4.1%, -3.1%, 0.2%, 46.4
> Cc1cc(C)cc(OCc2ccc(C(=O)N3N=C(C(F)F)CC3(O)C(F)F)o2)c1 (centres undefined)
→ u, 4.9%, -12.9%, 6.3%, 3.5%, -9.9
> CC1CN(C(=O)CCC(=O)NCc2ccccc2)c2ccccc2O1 (centres undefined)
→ 9.4%, 8.0%, 4.5%, 3.1%, 7.6%, -18.1
> COc1ccc(CCNC(=O)CSCc2n[nH]c(=O)[nH]2)cc1OC
→ u, -9.5%, 2.7%, -4.5%, -5.7%, -5.4
> CCOc1ccc(OCC)c(NC(=O)C(NS(=O)(=O)c2ccc(Br)s2)c2ccccc2)c1 (centres undefined)
→ -2.2%, x, x, x, 0.6%, -12.7
> CC(C)(C)c1ccc(OCc2ccc(C(=O)Nc3cccnc3)o2)cc1
→ -10.0%, 8.3%, u, -2.7%, -5.4%, 34.6
> Cc1cccc(C(=O)N2CCCC(Nc3ccc(C(C)C)cc3)C2)n1 (centres undefined)
→ -5.6%, -7.3%, -24.1%, -0.1%, -20.3%, 9.0
> Cc1ccc(CNC(=O)c2ccc(CSCc3ccccc3Cl)o2)cc1
→ -2.1%, x, x, x, 0.6%, 1.4
> CCOC(=O)N1CCN(C(=O)c2cnn3c(C(F)(F)F)cc(-c4cccs4)nc23)CC1
→ -4.2%, 3.0%, -4.2%, 12.2%, x, 14.2
> CN(Cc1c(C(=O)N2CCc3ccccc3C2)nc2ccc(Cl)cn12)C(C1CC1)C1CC1
→ 4.1%, 12.8%, -14.4%, -1.9%, 10.1%, 6.5
> CCSc1nc(-c2cccs2)nc2ccccc12
→ -3.8%, 1.0%, 3.98µM*, 36.0%[activator], 7.5%, -1.5
> C[C@@H](NC(=O)c1nc[nH]c1C(=O)N1CCN(c2ccccc2)CC1)c1ccccc1
→ 1.7%, x, 6.9%, 56.1%[activator], -5.8%, 7.2
> NS(=O)(=O)c1ccc(CNC(=O)CSc2nc3ccc(Cl)cc3[nH]2)cc1
→ u, 11.2%, 20.3%, 4.9%, 10.6%, 20.1
> O=C(CN1C(=O)CCSc2ccc(S(=O)(=O)N3CCOCC3)cc21)Nc1ccccc1Cl
→ 5.7%, -1.2%, 8.6%, 0.0%, -18.5%, -24.3
> CCn1cc(CNC(=O)CCSc2nc(-c3ccco3)cc(C(F)(F)F)n2)cn1
→ -13.5%, 2.9%, u, -4.2%, -1.4%, -11.5
> COc1ccc(/C=C/C(=O)NC(=S)NNC(=O)c2cc(OC)c(OC)c(OC)c2)cc1
→ -7.0%, 24.0%, -28.5%, 96.9%[activator], 6.7%, -8.5
> CSCCC(NS(=O)(=O)c1ccc2c(c1)oc(=O)n2C)C(=O)NCc1ccc(C)cc1 (centres undefined)
→ -0.7%, 4.4%, -1.4%, 20.9%, 1.5%, -16.5
> Cc1cc(NC(=O)CSc2nc3c(sc4ccccc43)c(=O)n2CCc2ccccc2)n[nH]1
→ -11.6%, -0.7%, -1.2%, 5.8%, -6.9%, -15.5
> CCN(CC)S(=O)(=O)c1ccc(OC)c(NS(=O)(=O)Cc2ccccc2)c1
→ u, -8.2%, -3.7%, -1.6%, -9.8%, -19.5
> O=C(CN1CCN(c2ccccc2Cl)CC1)NC1CCCc2ccccc21 (centres undefined)
→ -6.8%, u, 1.2%, -18.8%, 3.3%, -33.4
> O=C(Nc1cccc(C(=O)Nc2ccc(Br)cc2)c1)c1ccccc1
→ -9.9%, 4.6%, u, -0.2%, 3.4%, 48.5

Of the compounds above, four contain bromine.
Fields – AmpC detergent, Giardia FBPA inh, HCV inhibitor, AMA1 RON2 block, Sm TGR inh, HCMV inh
> CCOC(=O)Cn1c(=O)c2c(nc(Br)n2Cc2ccccc2Cl)n(C)c1=O
→ -8.2%, 18.6%, u, 8.0%, -16.9%, 36.6
> O=C(N/N=C/C(Br)=C\c1ccccc1)c1n[nH]c2c1CCC2
→ 3.5%, -3.6%, u, 55.6%[activator], u, -79.2*
> CCOc1ccc(OCC)c(NC(=O)C(NS(=O)(=O)c2ccc(Br)s2)c2ccccc2)c1 (centres undefined)
→ -2.2%, x, x, x, 0.6%, -12.7
> O=C(Nc1cccc(C(=O)Nc2ccc(Br)cc2)c1)c1ccccc1
→ -9.9%, 4.6%, u, -0.2%, 3.4%, 48.5

Continued.
Fields – AmpC detergent, Giardia FBPA inh, HCV inhibitor, AMA1 RON2 block, Sm TGR inh, HCMV inh
> CCOc1ccc(NC(=O)CN(c2ccc(OC)c(OC)c2)S(=O)(=O)c2ccc(C)cc2)cc1
→ 2.7%, 4.5%, -15.7%, -2.5%, -2.3%, -21.9
> O=S(=O)(/N=C/c1c(O)ccc2ccccc12)c1cccs1
→ 2.0%, u, x, x, 0.0%, 8.8
> C=CCn1c(SCC(=O)Nc2ccc3c(c2)CCC3)nnc1-c1cccs1
→ -5.4%, -7.2%, u, -2.7%, 0.1%, 5.3
> COc1ccc(C2=NCc3nnc(C)n3-c3ccc(Cl)cc32)cc1Cl
→ 0.3%, 7.1%, -5.5%, u, -4.6%, 82.0
> CC(C)n1ncc2c(C(=O)NCC(=O)Nc3ccccc3Br)cc(C3CC3)nc21
→ u, x, -1.8%, 19.2%, -6.6%, x
> Cn1cc(/C=C2\C(=O)NC(=O)N(c3ccccc3)C2=O)c2ccccc21
→ -7.1%, 1.2%, -2.5%, 35.7%[activator], u, 13.2
> COc1ccc(C(=O)NC(=S)Nc2ccc(CN3CCOCC3)cc2)cc1Br
→ u, u, -5.1%, 20.1%, 14.1µM*, -64.3*
> O=C(Nc1ccc(F)cc1)c1cccc(N2C(=O)C3C4C=CC(C5CC45)C3C2=O)c1 (centres undefined)
→ u, 2.9%, u, -13.3%, -11.1%, 12.7
> COCC(C)n1c(C)cc(C(=O)CN2c3cccc4cccc(c34)S2(=O)=O)c1C (centres undefined)
→ 8.3%, x, -16.7%, -2.0%, -26.9%, -7.9
> COCCCNc1nc(N)c([N+](=O)[O-])c(Nc2ccccc2OC)n1
→ 5.7%, 0.8%, -76.4%, -10.8%, 0.6%, -24.8

This is a random part of the collection; 9.3% or so of the library scored in one or more.
